# Source: PubChem (Broad Institute)
# GSIS activator: GLuc luminescence reporter in INS-1E cells, primary screen for activators of glucose-dependent secretion of insulin; INS-1E GLuc reporter insulin secretion, 2-3 h; activation, % at 16.6 µM; actives 0.61% (n = 370,000);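 active = lowest replicate activation of at least 40%, so every replicate reaches that level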;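 note: 0% = median of neutral control wells and 100% = median of IBMX positive control wells; some compounds called inactive have numbers as strong as hits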
# DENV2 CPE rescue: protects cells from dengue virus 2 cytopathic effect | DENV2-infected cells, cytopathic effect rescue, plate reader | CPE inhibition, % at 9.99 µM | actives 1.7% (n = 350,000) | AID 651640; in the data active = CPE inhibition above about 20%, passing the limit was not always enough; inconclusive = no clear call, values can overlap the other calls; tested in BHK-21 cells;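 note: 0% = median of neutral control wells and 100% = median of positive control wells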
# EWS-Fli inh: blocks EWS/Fli oncoprotein-driven transcription; A673 NR0B1-luciferase reporter, viability-normalised; inhibition, % at 12.6 µM; actives 0.67% (n = 350,000);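 active = mean inhibition of at least 50% after viability correction, with every replicate also passing that limit; inconclusive = mean reaches 50% but only one of two replicates passes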;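 note: firefly luciferase signal divided by Alamar Blue viability fluorescence both relative to DMSO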
# F508del corr: CFTR F508del correction in bronchial cells; activity (quench increase), % at 7.58 µM; actives 0.36% (n = 350,000); CFBE cells, YFP halide quenching; stimulated with forskolin plus potentiator P3; % fluorescence drop versus neutral controls;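 active = mean added fluorescence quench of at least 8% versus neutral control, with both replicates also reaching 8%; inconclusive = only one of the mean or replicate conditions met; inactive = mean below 8% and not both replicates reaching 8%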;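 note: cells transiently co-express mutant CFTR-F508del with the halide-sensitive YFP; corrector assay measuring rescue of mutant channel to the surface after 24 h compound exposure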
# FN deposit inh: fibronectin deposition inhibition. AH1F fibroblasts, Alexa488-fibronectin deposition fluorescence, overnight. inhibition, % at 12.6 µM. actives 0.086% (n = 350,000);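 active = mean inhibition across replicates of 30% or more, regardless of how many single replicates reach that level; inconclusive = mean under 30% yet at least half of replicates reach 30%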;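 note: positive control wells lacked labelled fibronectin entirely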
#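 Material: AH1F fibroblasts assembling fluorescent fibronectin matrix; amount: 10000 AH1F cells/well; medium: DMEM, 2% serum; reagent: Alexa488-fibronectin, 24 nM final in well; dosing: single compound dose, delivered by pin transfer; incubation: 1 h adhesion, overnight exposure; detection: fluorescence after three HBSS washes, excitation 485 nm, emission 525 nm; measure: fibronectin deposition inhibition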
# PAX8 inh HTS: inhibitors of PAX8 transcriptional activity in RMG-I cells | RMG-I TPO-luciferase reporter, SteadyGlo, 24 h | inhibition, % at 12.6 µM | actives 1.2% (n = 360,000);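 active = mean replicate inhibition at least 60% with every replicate also reaching 60%; inconclusive = only one of the two criteria is met; inactive = mean below 60% and not all replicates reaching 60%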;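 note: luciferase light reporting Pax8 driven TPO promoter activity; plate controls were median of neutral control wells for no effect and mitoxantrone controls for full effect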
# miR-122 sensor: miR-122 inhibition in Huh7 cells; Huh7 miR-122 Renilla luciferase sensor, 48 h; neutral wells = 0, positive control = 100; activation (reporter increase), % at 12.5 µM; actives 0.3% (n = 340,000);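 active = mean replicate activation score at least 90 and every replicate individually at or above 90; inconclusive = only one of the two criteria met; inactive = neither criterion met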;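 note: higher luciferase means less miR-122 activity so hits act as miR-122 inhibitors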
# * = called active by the depositor; u = inconclusive; x = no result given; & = joins results of further samples; [ ] = dose if it differs, or a comment. Compounds were not picked by outcome; any-hit rate near 3.9%.
molecule,FN deposit inh,miR-122 sensor,GSIS activator,DENV2 CPE rescue,F508del corr,EWS-Fli inh,PAX8 inh HTS
COc1ccc(Cl)cc1NC(=O)c1nnn(CC(=O)Nc2cc(C)cc(C)c2)c1N,0.9,0.2,-2.3,0.6,-0.1,-2.6,-14.3
O=C(c1ccc2c(c1)OCO2)N1CC(=O)N2[C@H](CO)[C@@H](c3ccc(C#Cc4ccccc4)cc3)[C@@H]2C1,x,x,-39.5,u,3.7,8.1,x
O=C(Nc1cccc(NC(=O)c2cccs2)c1)c1ccc(Br)o1,7.2,-28.6,-4.8,1.2,1.6,-31.9,3.2
CC(NC(=O)CSc1ncn[nH]1)c1ccc(Cl)cc1Cl (configuration not stated),1.8,x,-6.3,-0.1,-2.0,-0.3,3.2
O=C1CN(Cc2ccc(F)cc2)C[C@@H]2[C@H](c3ccc(Br)cc3)[C@H](CO)N12,x,x,-0.8,6.6,0.2,12.6,x
COCCN1C[C@@H](CO)O[C@@H](n2cnc3c(N(C)C)ncnc32)C1,-15.3,-0.9,19.0,-5.2,-6.3,-12.0,-9.9
COc1ccc(CNC(=O)[C@@H]2CCCN2C(=O)[C@@H]2Cc3ccccc3CN2C(=O)OC(C)(C)C)cc1,15.5,x,-34.2,-2.0,2.3,-0.5,-7.7
CN(C)C(=O)C[C@H]1CC[C@@H]2[C@H](COC[C@@H](O)CN2CC2CCCCC2)O1,7.4,2.4[16.7 µM],19.8,-2.3,-0.8,-5.6,0.0
O=C(CCC1CCCC1)NNC(=O)c1ccc(F)cc1,0.1,-5.9,x,3.9,-1.9,0.5,-2.3
C[C@@H]1CCCCO[C@@H](CN(C)S(=O)(=O)c2ccccc2)[C@@H](C)CN([C@@H](C)CO)C(=O)c2cc(NS(=O)(=O)c3ccccc3)ccc2O1,-1.5,7.9[16.7 µM],-4.7,-4.1,-2.0,-3.7,8.3
O=C(CNCc1ccccn1)Nc1ccc([N+](=O)[O-])cc1C(=O)Nc1ccccc1F,6.2,x,-5.5,4.5,-1.3,-2.0,4.3
COc1cc(C)c(CNc2cccc(C)c2)cc1C,x,x,-2.0,3.3,2.2,1.7,x
NN=C1C(=O)c2cccc3cccc1c23,-4.6,-7.7,x,3.5,1.9,22.5,26.8
CSc1cccc(CN2CCN(Cc3ccccc3)C(CCO)C2)c1 (configuration not stated),x,x,-2.0,-3.1,0.5,1.2,-3.4
COc1cc(/C=C2\SC(=Nc3c(C)n(C)n(-c4ccccc4)c3=O)NC2=O)ccc1O,2.7,1.8,15.6,u,x,4.5,6.8
CCCCC[C@H](C)N1C[C@@H](COCc2ccccc2)Oc2cc(N3CC[C@H](N(C)C)C3)ccc2S1(=O)=O,-1.2,x,-5.9,61.0*,0.2,34.0,18.2
COc1ccc(-n2nc(C(=O)N3CCCCC3)c(C)c(C#N)c2=O)cc1,-18.0,x,6.8,1.0,3.4,31.8,6.7
COCc1ccc(C(=O)N2CCCC(C(=O)c3ccc(Cl)cc3C)C2)o1 (configuration not stated),5.3,-2.1,-7.0,-5.4,0.2,x,3.2
COc1ccc2c(c1)OC[C@H]1[C@H]2N2C(=O)CN(Cc3ccc(C)cc3)C(=O)[C@@]2(C)[C@H]1c1ccccc1,1.6,2.0,2.3,-11.0,3.7,7.6,-10.6
CCC(=O)N1CC(=O)N2[C@H](CO)[C@H](c3ccc(C#Cc4cccc(F)c4)cc3)[C@@H]2C1,x,x,-16.5,6.5,0.1,20.4,x
COc1ccccc1NC(=O)N1CCN(c2ccccc2F)CC1,-5.0,-12.3,19.9,x,x,x,-15.1
CCN(CC(=O)NCc1ccc(Cl)cc1)CC(=O)NC1(C#N)CCCC1,-7.8,4.7,-8.8,1.5,0.8,-8.1,5.0
O=C(NCCc1ccccc1)c1ccc(CS(=O)(=O)Cc2ccc(F)cc2)o1,-1.1,-2.3,6.8,5.3,-1.8,-10.1,2.6
CN(C)S(=O)(=O)N1CCC(Oc2cccc(C(=O)NC3CCCCCC3)c2)CC1,-3.1,-5.9,-80.1,6.8,-1.4,32.4,x

# Next section; it opens with the 2 that closed the last part.
molecule,FN deposit inh,miR-122 sensor,GSIS activator,DENV2 CPE rescue,F508del corr,EWS-Fli inh,PAX8 inh HTS
O=C(NCCc1ccccc1)c1ccc(CS(=O)(=O)Cc2ccc(F)cc2)o1,-1.1,-2.3,6.8,5.3,-1.8,-10.1,2.6
CN(C)S(=O)(=O)N1CCC(Oc2cccc(C(=O)NC3CCCCCC3)c2)CC1,-3.1,-5.9,-80.1,6.8,-1.4,32.4,x
O=C(CCCN1C(=O)/C(=C/c2cccs2)SC1=S)NNC(=O)c1cccnc1,-3.4,1.1,-10.9,-2.8,-0.1,11.9,1.4
CNC[C@@H]1OCCCC[C@H](C)Oc2ccc(NC(=O)Nc3ccc(C(F)(F)F)cc3)cc2C(=O)N([C@H](C)CO)C[C@H]1C,x,6.4[16.7 µM],5.6,x,0.7,5.7,10.1
C[C@H](O)C#Cc1cnc2c(c1)C(=O)N([C@@H](C)CO)C[C@H](C)[C@@H](CN(C)C(=O)Nc1ccc(F)cc1)O2,0.9,2.9[16.7 µM],27.6,11.0,0.1,1.5,x
CCc1cccc(C)c1NC(=O)COC(=O)CNC(=O)c1cccs1,-0.2,x,19.8,1.8,0.0,-0.7,-6.0
COc1cc2c(cc1OC)CN(C(=O)C1CCCN1S(=O)(=O)c1ccc(C)cc1)CC2 (configuration not stated),-14.3,-0.4,8.9,4.4,3.4,-12.1,-2.3
C[C@H]1CCCCO[C@@H](CN(C)C(=O)c2ccccc2)[C@@H](C)CN([C@@H](C)CO)C(=O)c2cc(NC(=O)Nc3ccc(C(F)(F)F)cc3)ccc2O1,x,-3.2[16.7 µM],-3.6,-9.9,1.4,-15.0,89.3*
CN(Cc1ccccc1)C(=O)C(=O)c1ccccc1,0.5,x,28.8,-0.8,-1.4,-21.6,-7.9
CC(C)NC(=O)Nc1cccc2c1O[C@H](CN(C)Cc1ccc(C(=O)Nc3ccccc3N)cc1)[C@H](C)CN([C@H](C)CO)C2=O,x,x,-10.8,-8.0,-2.3,8.7,1.8
COc1ccc([C@H]2C[C@@H](n3cc(C4CC4)nn3)[C@H](O)CN2C(=O)c2cccs2)cc1,-2.8,-0.7,6.1,1.6,0.7,-19.4,-7.1
CCCNC(=O)N1[C@@H]2CN(C(=O)C3CCC3)c3ccccc3[C@@H]2[C@@H]1CO,x,0.0[16.7 µM],8.3,18.7,0.6,1.0,11.5
CCOC(=O)C1=CCN(S(C)(=O)=O)C1c1ccc(Cl)cc1 (configuration not stated),8.8,x,12.4,4.5,-1.8,0.4,1.5
O=C(C[C@H]1C=C[C@H](NC(=O)Nc2cccc(F)c2)[C@H](CO)O1)NCC1CCCCC1,-12.7,x,7.0,u,-3.2,6.5,-6.7

# Arranged by value in DENV2 CPE rescue (high to low): 3 of the compounds above
Compound | miR-122 sensor | GSIS activator | DENV2 CPE rescue | F508del corr
NN=C1C(=O)c2cccc3cccc1c23 | -7.7 | x | 3.5 | 1.9
COc1ccc(-n2nc(C(=O)N3CCCCC3)c(C)c(C#N)c2=O)cc1 | x | 6.8 | 1.0 | 3.4
CC(C)NC(=O)Nc1cccc2c1O[C@H](CN(C)Cc1ccc(C(=O)Nc3ccccc3N)cc1)[C@H](C)CN([C@H](C)CO)C2=O | x | -10.8 | -8.0 | -2.3

# Following part.
molecule,FN deposit inh,miR-122 sensor,GSIS activator,DENV2 CPE rescue,F508del corr,EWS-Fli inh,PAX8 inh HTS
COc1ccccc1N1CCN(C(=O)C(C)NC(=O)c2cccc([N+](=O)[O-])c2)CC1 (configuration not stated),6.8,4.4,7.0,-0.3,0.8,-13.7,-8.3
O=C1NC(c2ccccc2)=NC1(NS(=O)(=O)c1ccc(Cl)cc1)C(F)(F)F (configuration not stated),0.4,4.1,10.5,x,x,x,14.5
COc1ccc(C(=O)N2CCN(Cc3ccc(OC)c(OC)c3)CC2)cc1,7.3,0.5,18.8,4.9,3.0,3.6,-4.3
Cc1cc(C(F)F)n2ncc(C(=O)NCc3ccccc3F)c2n1,12.0,x,1.7,-11.0,0.9,4.7,30.6
CCCNC(=O)c1onc(CSc2ccc(F)c(F)c2)c1C(=O)NCCC,-3.9,x,7.2,-16.0,-1.4,7.8,-16.7
O=C(CN(C(=O)c1csnn1)c1ccccc1F)NC1CCCCC1,-1.4,2.7,36.3,9.3,-1.8,-0.3,-20.3
CCOC(=O)C1(Cc2ccc(O)cc2)NC(c2ccco2)C2C(=O)N(c3ccccc3F)C(=O)C21 (configuration not stated),1.9,7.5,x,x,x,x,13.2
O=C(Nc1cccc(-c2nnc(-c3ccccc3)o2)c1)c1ccc(Br)o1,x,-0.8,13.5,2.1,1.2,2.6,x
COCCNC(=O)C1(C)Cc2c(-c3cccc(NC(C)=O)c3)ccnc2O1 (configuration not stated),1.5,2.4,-1.5,-1.4,2.4,1.9,14.2
COc1ccc(Cl)cc1NC(=O)Nc1ccccc1SC,5.8,-1.8,10.4,-2.5,-3.5,-9.7,2.4
COC(=O)CSc1ncc(C#N)c(N)n1,5.7,-2.9,11.5,x,x,x,-1.2
Cc1ccc(Nc2nc(C)cc(C)c2C#N)c(C)c1,1.7,3.3,4.7,-5.3,0.3,1.6,6.7
C[C@H]1CN([C@@H](C)CO)C(=O)c2cc(NC(=O)NC3CCCCC3)ccc2O[C@@H]1CN(C)Cc1ccc(C(F)(F)F)cc1,x,-9.8[16.7 µM],-40.1,-3.5,-0.2,-5.0,x
COCc1cccc(-c2csc(C(O)c3ccc(F)cc3)n2)c1 (configuration not stated),-7.4,-1.1,-40.1,-8.6,1.7,-34.9,-91.1
Cc1ccc(OCC(=O)N(C)CC(=O)NCc2ccco2)c(Br)c1,x,-13.9,-15.1,-6.7,-2.3,3.9,0.6
Cc1onc(-c2ccccc2Cl)c1C(=O)N(Cc1ccccc1)C(C)C,-9.0,7.3,3.7,-2.3,-3.9,-2.8,20.7
CN(/N=C/c1ccc(O)cc1O)c1ncc(C(F)(F)F)cc1Cl,2.5,x,x,0.1,0.5,13.3,7.8
CN1CCN(C=NC2=NN(c3cccc(C(F)(F)F)c3)CC2)CC1,2.6,-6.4,1.6,4.2,x,3.5,6.5
Cc1cccc(C(=O)NNC(=O)C2CCN(C(=O)OC(C)(C)C)CC2)c1,-4.3,-6.9,7.9,-1.2,1.0,x,14.2
O=C(Oc1cccc2cccnc12)c1ccc2c(c1)OCCO2,-2.7,2.2,9.2,x,x,x,-13.6
CCOc1ncccc1C(=O)Nc1cccc(S(=O)(=O)N2CCCCC2)c1,-3.5,x,2.1,12.7,1.3,22.8,20.0
CC(C)NC(=O)N(C)C[C@H]1OCCCC[C@@H](C)Oc2ccc(N(C)C)cc2C(=O)N([C@H](C)CO)C[C@@H]1C,-10.4&1.2,24.4[16.7 µM],4.2&-10.2,0.2&1.6&-4.6,-1.7&0.4&-0.7,-1.1,-3.8&12.1&-5.5
CC(C)CC#Cc1cnc2c(c1)C(=O)N([C@H](C)CO)C[C@H](C)[C@H](CN(C)C(=O)NC1CCCC1)O2,-12.8,-5.8[16.7 µM],-22.4,-13.3,0.9,1.9,x
CCc1cccc(CC)c1NC(=O)CNCc1cccs1,-3.6,x,17.4,-5.6,-1.8,-3.1,-17.4
Nc1nnnn1CC(=O)N/N=C/c1cccs1,-24.9,6.2,18.0,3.9,1.6,-4.6,-8.8
